M5 PAM = CHRM5 positive allosteric modulation; P08912; CHO-K1 hM5, Fluo-8 calcium, ACh EC20 PAM; 0% = ACh EC20, 100% = ACh EC100; activation, % at 3 µM; actives 0.3% (n = 360,000);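 active = activation above the run cutoff, the mean activation of all test compounds plus 3 SD, cut at about 18% in these data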
Target sequence (P08912 whole entry, looked up): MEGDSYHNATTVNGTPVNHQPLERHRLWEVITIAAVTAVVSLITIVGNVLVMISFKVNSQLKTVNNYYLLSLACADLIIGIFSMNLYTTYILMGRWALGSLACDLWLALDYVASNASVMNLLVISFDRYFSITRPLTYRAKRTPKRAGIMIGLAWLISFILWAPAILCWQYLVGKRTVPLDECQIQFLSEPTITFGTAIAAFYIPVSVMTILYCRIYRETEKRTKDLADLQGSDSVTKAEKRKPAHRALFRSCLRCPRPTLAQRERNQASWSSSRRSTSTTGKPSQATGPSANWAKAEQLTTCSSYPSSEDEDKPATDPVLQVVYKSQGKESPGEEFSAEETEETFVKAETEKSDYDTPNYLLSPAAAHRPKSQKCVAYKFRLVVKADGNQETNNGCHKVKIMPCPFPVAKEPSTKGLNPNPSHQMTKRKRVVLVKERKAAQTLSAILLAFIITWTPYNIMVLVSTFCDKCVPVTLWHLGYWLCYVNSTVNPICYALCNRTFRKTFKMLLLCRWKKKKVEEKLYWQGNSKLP
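Replicates: One well per compound, no replicates | System: Human M5 receptor in CHO-K1 cells | Benchmarks: Low control EC20 acetylcholine (0%), high control EC100 acetylcholine (100%) | Probe or stimulus: Acetylcholine, EC20 level | Times: Fluo-8 loading 80 min at 37 °C plus 30 min room temperature | Signal: Intracellular calcium via Fluo-8 fluorescence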
M5 antag = blocks acetylcholine activation of human M5 receptor; AID 624040; P08912; actives 0.59% (n = 360,000); CHO-hM5 cells, Fluo-8 calcium fluorescence, ACh EC80; inhibition, % at 3 µM;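 active = inhibition above a per-plate cutoff, the mean of that plate's test compounds plus 3 SD, cut at about 27% in these data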;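 note: 0% = acetylcholine EC80 with DMSO and 100% = DMSO without agonist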
M1 ag parental = M1 agonist counterscreen hit in parental CHO-K1 cells; activation, % at 3 µM; actives 0.48% (n = 360,000); Fluo-8 calcium fluorescence; scaled to maximal ATP response, vehicle zero; in the data active = activation above about 15%;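 note: untransfected CHO-K1 host cells lacking M1 receptor as counterscreen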
CHRM5 agonist = CHRM5 agonism in calcium assay; P08912; CHO-K1 hM5 cells, Fluo-8 calcium fluorescence; 0% DMSO wells, 100% maximal acetylcholine response; activation, % at 3 µM; actives 0.19% (n = 360,000); AID 624037;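 active = activation above the run's mean over test compounds plus 3 SD, cut at about 23% in these data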;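 note: signal is peak over basal fluorescence ratio across the kinetic read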
CHO-K1 Ca antag = M1 antagonist counterscreen hit in parental CHO-K1 cells | ATP-induced calcium, Fluo-8 fluorescence | inhibition, % at 3 µM | actives 0.6% (n = 360,000) | AID 602250;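 active = inhibition above a per-plate cutoff, the plate's mean sample inhibition plus 3 SD, cut at about 24% in these data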;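 note: 0% = DMSO plus EC80 ATP and 100% = DMSO alone without ATP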
M1 PAM parental = M1 PAM counterscreen hit in parental CHO-K1 cells; ATP EC20, Fluo-8 calcium fluorescence; 0% at ATP EC20, 100% at ATP max; activation, % at 3 µM; actives 0.02% (n = 360,000); AID 602247;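 active = activation above the run cutoff, the mean activation of all test compounds plus 3 SD, cut at about 40% in these data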;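 note: peak over basal fluorescence ratio in a 140 s read after ATP addition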
CHRM4 PAM = CHRM4 positive allosteric modulation. actives 0.4% (n = 360,000). CHO-K1 hM4/Gqi5, Fluo-8 calcium fluorescence, ACh EC20; 0% = ACh EC20, 100% = maximal ACh. AID 624126. P08173. activation, % at 3 µM;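 active = activation above its plate's cutoff, the mean activation of sample wells plus 3 SD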; note: some results filed as inactive read as strong as hits
Target sequence (P08173 whole entry, looked up): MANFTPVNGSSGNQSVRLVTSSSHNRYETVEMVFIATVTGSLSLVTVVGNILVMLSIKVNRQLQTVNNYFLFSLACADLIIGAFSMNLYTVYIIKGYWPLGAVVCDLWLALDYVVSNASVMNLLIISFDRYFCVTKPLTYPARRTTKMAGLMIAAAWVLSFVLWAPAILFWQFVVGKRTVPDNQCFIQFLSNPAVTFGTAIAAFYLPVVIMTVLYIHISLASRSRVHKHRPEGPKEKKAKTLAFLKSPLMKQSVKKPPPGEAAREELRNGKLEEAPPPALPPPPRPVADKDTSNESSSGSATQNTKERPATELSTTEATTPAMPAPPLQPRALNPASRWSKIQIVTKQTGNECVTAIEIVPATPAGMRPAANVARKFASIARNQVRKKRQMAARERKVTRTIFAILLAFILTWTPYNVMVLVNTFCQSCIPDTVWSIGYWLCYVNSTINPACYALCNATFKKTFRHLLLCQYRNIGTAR
M4 antag = CHRM4 antagonism in calcium assay; CHO-hM4 cells, ACh EC80, Fluo-8 calcium fluorescence; inhibition, % at 3 µM; actives 0.73% (n = 360,000); P08173;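 active = inhibition above its plate's cutoff, the mean inhibition of sample wells plus 3 SD, cut at about 27% in these data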;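 note: 0% = acetylcholine EC80 with DMSO and 100% = DMSO without agonist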
M4 ag = agonists of human muscarinic M4 receptor (CHRM4); actives 0.14% (n = 360,000); AID 624127; P08173; CHO-K1 hM4/Gqi5, Fluo-8 calcium fluorescence; vehicle 0%, full acetylcholine response 100%; activation, % at 3 µM;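 active = activation above the run mean over all test wells plus 3 SD, cut at about 32% in these data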;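 note: peak over basal fluorescence ratio per well then scaled between controls; 0% = DMSO wells and 100% = acetylcholine at EC100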
The depositor's hits bear a star.

item	mol	CHO-K1 Ca antag	M4 ag	M1 ag parental	M5 antag	M5 PAM	M4 antag	CHRM5 agonist	M1 PAM parental	CHRM4 PAM
1	O=S1(=O)CC(N2CCC(Cc3ccccc3)CC2)CN1C1CCCC1 (stereo unspecified)	-3	6	4.1	-5	-3	0	5	10	-8
2	COc1ccc(-c2nc(SCC(=O)Nc3cc(C)on3)n[nH]2)cc1	-10	0	-0.3	-2	5	1	-3	10	11
3	CC(=O)Nc1ccc(NC(=O)COC(=O)[C@@H]2CCCN2C(=O)c2cccs2)cc1	-16	7	0.0	6	8	-14	-1	13	3
4	O=C(Nc1ccccc1)C12CC3CC(C1)CC(n1cnc([N+](=O)[O-])n1)(C3)C2	3	2	0.2	-4	6	3	0	2	12
5	N#C/C(=C\C=C\c1ccccc1)C(=O)N1CCCC1	4	1	-0.5	-4	2	-7	-1	-22	5
6	Cc1nc2ccccn2c1C(=O)NC1CCCc2ccccc21 (stereo unspecified)	10	14	12	17	-20	8	0	-12	-7
7	OCC1(Cc2ccccc2)CCN(Cc2cc3ccccc3o2)CC1	-16	3	1.7	11	-20	-3	-13	11	-10
8	NC(=O)CSc1nnc(NC(=O)c2ccc(Br)o2)s1	11	0	2.5	6	0	3	-3	15	1
9	C[C@H](CO)N1C[C@H](C)[C@@H](CN(C)C(=O)c2ccncc2)OCc2cnnn2CCCC1=O	-5	0	0.3	7	2	5	-1	17	2
10	O=C(Nc1nnc(SCc2ccccc2)s1)c1cccs1	-10	2	1.3	0	4	0	-6	20	0
11	COc1cccc(-c2nc(N3CC(C)CC(C)C3)c3ccccc3n2)c1O (stereo unspecified)	-6	0	-0.2	3	-7	1	-5	14	-4
12	C=C1[C@@H](O)[C@H](CC(C)C)N(Cc2ccccc2Br)S1(=O)=O	-23	1	-0.3	5	-5	2	-5	17	0
13	Cc1ccc(C(=O)C(C)OC(=O)CNC(=O)c2ccc(Br)o2)cc1 (stereo unspecified)	-1	3	2.2	0	2	-9	3	8	1
14	O=c1c2ccccc2nnn1CCc1ccccc1	-6	1	0.9	-2	-1	-7	-1	15	6
15	CN(Cc1ccccc1)C(=O)COC(=O)c1cc(NS(=O)(=O)c2cccs2)ccc1O	2	18	13	8	-15	3	3	-3	-12
16	CS(=O)(=O)c1ccccc1-c1nc(-c2cccc(Cl)c2)no1	3	4	-0.3	5	-3	-2	-2	12	-6
17	CCOC(=O)CSc1nnc(-c2ccc(OC)cc2OC)o1	2	-1	0.1	1	0	-4	0	2	-1
18	COC(=O)C(Cc1ccc(OC(=O)c2ccccc2Cl)cc1)N1Cc2ccccc2C1=O (stereo unspecified)	19	10	5.2	13	-11	14	-1	-8	-15
19	Cc1cc(Oc2nc3ccccn3c(=O)c2/C=C(\C#N)C(=O)NC2CCS(=O)(=O)C2)ccc1Cl (stereo unspecified)	-20	1	1.2	-2	3	4	-2	16	-3
20	COc1ccc2cc3cc(C(=O)NCc4ccco4)oc3nc2c1	-13	1	0.1	4	-2	8	-5	-13	9
21	Cc1cc(C(=O)N2CCN(S(=O)(=O)c3ccc(C)c(C)c3)CC2)no1	14	1	-0.2	-3	0	0	-1	-25	0
22	Cc1cc(SCc2ccc(Cl)c(Cl)c2)nc(=O)[nH]1	-10	0	0.3	0	-1	2	0	-6	-5
23	Cc1ccccc1S(=O)(=O)N(C)C[C@@H]1OCc2cnnn2CCCC(=O)N([C@H](C)CO)C[C@@H]1C	-14	1	0.2	12	-3	-1	1	8	0
24	N#CCCn1cc(C(=O)CN2C(=O)C(=O)N(C3CCCC3)C2=O)c2ccccc21	4	2	0.6	7	-2	3	2	-23	-4
25	CCCNC(=O)Nc1ccc(NC(C)=O)cc1	16	0	-0.2	-3	-2	-1	-2	-11	-7
26	O=C(NC1CCN(Cc2ccccc2)CC1)c1ccc2c(c1)[nH]c(=O)n2Cc1ccc(F)cc1	-11	2	-0.2	12	-3	-1	-5	8	1
27	CN(C)CCCOC(=O)c1ccccc1Cl	-17	2	2.2	15	-6	7	-10	27	-2
28	CCN(CCO)C(=O)c1ccc2nc(Cc3ccc(OC)cc3)oc2c1	-7	0	1.1	2	-7	3	-2	5	1
29	Cc1c(NS(=O)(=O)c2cc(C(=O)OCC(=O)c3ccccc3F)ccc2Cl)c(=O)n(-c2ccccc2)n1C	1	1	0.3	2	-2	0	0	8	5
30	O=c1c2cn[nH]c2[nH]c(=S)n1-c1cccc(Cl)c1	-9	1	-0.1	-14	1	-2	-3	25	22
31	Cn1c2c(c(=O)n(C)c1=O)C(NC(=O)C(C)(C)C)(C(F)(F)F)C(=O)N2 (stereo unspecified)	-5	0	-0.2	-6	-4	10	1	10	1
32	OC[C@@H]1[C@@H](c2ccccc2)C(c2cccc(Cl)c2)=NN1c1ccccc1	-6	-1	-0.5	4	-3	2	-1	-3	-6
33	C/[N+]([O-])=C\c1coc2ccccc2c1=O	0	1	-0.1	-6	0	4	2	5	12
34	O=C(NCC1CCCO1)c1ccc(NC(=O)C2CC=CCC2C(=O)O)cc1 (stereo unspecified)	-4	0	0.7	5	-5	-1	-2	17	6
35	O=C(OCC(=O)N1CCN(c2ccccc2)CC1)c1nc(Cl)ccc1Cl	3	3	0.3	2	2	2	0	4	3
36	CCOC(=O)[C@@H]1[C@H]2COc3ccccc3[C@H]2N2C(=O)N(c3cccc(Cl)c3)C(=O)[C@]12C	-7	4	1.1	1	-10	-9	-4	-9	6
37	COCCOc1ccc(C(F)(F)F)cc1NC(=O)CN1C(=O)NC2(CCc3ccccc32)C1=O (stereo unspecified)	-8	4	7.4	2	-1	5	1	6	-3
38	CC(C)(C)NC(=O)CN(C(=O)C(=O)Nc1ccc2c(c1)OCCO2)N1CCOCC1	-4	1	-0.1	9	-3	15	-3	-22	-7
39	COCC(=O)NC1CC(C)(C)Cc2c1cnn2-c1ccc(F)cc1 (stereo unspecified)	-10	1	0.2	-2	4	-7	3	12	10
40	COc1ccc(C(=O)NCC(=O)N2CCN(C(=O)c3ccco3)CC2)cc1	1	1	1.1	1	0	3	-1	2	0
41	CC1CC(C)(C)NC(=S)N1CCC(=O)N1CCN(Cc2ccccc2)CC1 (stereo unspecified)	4	-1	-0.2	10	3	-5	-3	2	2
42	C=CCCCCCCCCc1nc(SCC(C)=O)n[nH]1	-4	2	2.0	4	-4	-1	-3	10	-15
43	Cc1cc(C)c(C(=O)Nn2c(C)nc3ccccc3c2=O)cc1C	-8	13	6.7	6	-12	5	2	3	-7
44	CN(C(=O)/C=C/c1ccc([N+](=O)[O-])s1)c1ccccc1	-11	0	0.4	13	-15	-4	-16	13	-10
45	O=C(NC1CCCCC1)C(c1cccnc1)N(CCc1ccccc1)C(=O)Cc1cccs1 (stereo unspecified)	-12	1	1.1	-5	0	-13	-4	30	5
46	CCOC(=O)N1CCC(Nc2cc(C)nc3c(-c4ccccc4OC)c(C)nn23)CC1	7	1	0.9	1	-5	-12	1	4	6
47	O=C(Nc1ccc([N+](=O)[O-])cn1)c1ccc(Br)o1	-1	1	0.5	4	-2	-3	-4	22	3
48	COC(=O)c1cc(C(=O)NNC(=O)c2ccc3c(c2)OCO3)cc([N+](=O)[O-])c1	-9	1	0.7	11	3	-3	1	-2	9
49	COc1ccc(N(C)S(=O)(=O)c2cccc(C(=O)NC3CCCC3)c2)cc1	-4	5	3.0	6	-3	-3	-2	-2	-10
50	NC(=O)C1CCN(C(=O)/C=C/c2ccccc2[N+](=O)[O-])CC1	-11	1	1.1	3	6	0	2	18	19

Rewritten as labelled records: 4 of the compounds above.
29. Cc1c(NS(=O)(=O)c2cc(C(=O)OCC(=O)c3ccccc3F)ccc2Cl)c(=O)n(-c2ccccc2)n1C
  CHO-K1 Ca antag = 1
  M4 ag = 1
  M1 ag parental = 0.3
  M5 antag = 2
  M5 PAM = -2
  M4 antag = 0
  CHRM5 agonist = 0
  M1 PAM parental = 8
  CHRM4 PAM = 5
30. O=c1c2cn[nH]c2[nH]c(=S)n1-c1cccc(Cl)c1
  CHO-K1 Ca antag = -9
  M4 ag = 1
  M1 ag parental = -0.1
  M5 antag = -14
  M5 PAM = 1
  M4 antag = -2
  CHRM5 agonist = -3
  M1 PAM parental = 25
  CHRM4 PAM = 22
31. Cn1c2c(c(=O)n(C)c1=O)C(NC(=O)C(C)(C)C)(C(F)(F)F)C(=O)N2 (stereo unspecified)
  CHO-K1 Ca antag = -5
  M4 ag = 0
  M1 ag parental = -0.2
  M5 antag = -6
  M5 PAM = -4
  M4 antag = 10
  CHRM5 agonist = 1
  M1 PAM parental = 10
  CHRM4 PAM = 1
32. OC[C@@H]1[C@@H](c2ccccc2)C(c2cccc(Cl)c2)=NN1c1ccccc1
  CHO-K1 Ca antag = -6
  M4 ag = -1
  M1 ag parental = -0.5
  M5 antag = 4
  M5 PAM = -3
  M4 antag = 2
  CHRM5 agonist = -1
  M1 PAM parental = -3
  CHRM4 PAM = -6

Some of these compounds in order of their number in CHRM5 agonist, ascending.
cpd | structure | M4 ag | M5 antag | M5 PAM | M4 antag | CHRM5 agonist | CHRM4 PAM
44 | CN(C(=O)/C=C/c1ccc([N+](=O)[O-])s1)c1ccccc1 | 0 | 13 | -15 | -4 | -16 | -10
30 | O=c1c2cn[nH]c2[nH]c(=S)n1-c1cccc(Cl)c1 | 1 | -14 | 1 | -2 | -3 | 22
43 | Cc1cc(C)c(C(=O)Nn2c(C)nc3ccccc3c2=O)cc1C | 13 | 6 | -12 | 5 | 2 | -7

Whole records as entered above. Order of screens: CHO-K1 Ca antag | M4 ag | M1 ag parental | M5 antag | M5 PAM | M4 antag | CHRM5 agonist | M1 PAM parental | CHRM4 PAM
C=CCCCCCCCCc1nc(SCC(C)=O)n[nH]1 is entered as -4 | 2 | 2.0 | 4 | -4 | -1 | -3 | 10 | -15
COc1ccc(N(C)S(=O)(=O)c2cccc(C(=O)NC3CCCC3)c2)cc1 is entered as -4 | 5 | 3.0 | 6 | -3 | -3 | -2 | -2 | -10
O=C(NCC1CCCO1)c1ccc(NC(=O)C2CC=CCC2C(=O)O)cc1 (stereo unspecified) is entered as -4 | 0 | 0.7 | 5 | -5 | -1 | -2 | 17 | 6
COC(=O)c1cc(C(=O)NNC(=O)c2ccc3c(c2)OCO3)cc([N+](=O)[O-])c1 is entered as -9 | 1 | 0.7 | 11 | 3 | -3 | 1 | -2 | 9

(listing goes on)
item	mol	CHO-K1 Ca antag	M4 ag	M1 ag parental	M5 antag	M5 PAM	M4 antag	CHRM5 agonist	M1 PAM parental	CHRM4 PAM
51	Cc1ccnc(NC(=O)CCC(=O)N(CC(=O)NC2CCCCC2)Cc2ccccc2)c1	-9	1	-0.3	1	4	10	0	-8	3
52	O=S(=O)(Nc1cccc(-c2ccc3nncn3n2)c1)c1cccc(F)c1	-2	2	1.3	5	3	-8	2	23	6
53	O=C(CN1CCN(c2ccccc2F)CC1)Nc1nnc(C(F)(F)F)s1	-11	2	1.2	8	-2	3	-1	1	-2
54	Cc1cc([N+](=O)[O-])nn1Cc1c(F)c(F)c(F)c(F)c1F	-12	0	0.1	0	-6	7	-7	13	-3
55	COCCNC(=O)C1(C)CCCN(C(=O)CCc2ccccc2)C1 (stereo unspecified)	2	0	-0.2	-1	-1	-7	0	-3	10
56	CC(=O)C1=C(O)C(=O)N(c2ccccn2)C1c1ccc(Cl)cc1 (stereo unspecified)	-12	0	0.7	-2	15	-5	-3	27	1

Screening data deposited in PubChem by The Scripps Research Institute Molecular Screening Center.
